Assay outcomes: PubChem, National Center for Advancing Translational Sciences (NCATS)
Akt phos inh = HTS Assay for Inhibitors of Akt Phophorylation: Primary Screen; 360,000 tested, 0.32% active; Neuro2A IGF-stimulated pAkt S473 HTRF, 20 min; hits give low values; activity change, % for hits at 50 µM; in the data active = activity change below about -80%; note: % is set by controls: 0 for no effect and ±100 for the full control effect
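Neuro2A cells in DMEM with 0.5% FBS, overnight at 37 deg C, given compound at single 50 µM final, then IGF (6 nM final) for 20 min at 37 deg C. Lysed; phospho-Akt Ser473 by HTRF after 24 h, 665/615 ratio.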
PTHR1 agonist = qHTS for PTHR1 Agonists: Primary Screen; Potency, µM (series often up to 115 µM), for inactives: top-dose activation, hits mostly activators; AID 743266, 2014; 410,000 tested, 0.075% active; HEK293 GP2 PTHR1 cells, GloSensor cAMP luminescence, 1 h; note: potency is the fitted concentration of half-maximal effect; nearly all actives have a fitted effect of over 55% in size; some results filed as inactive show a strong effect at the top dose; inactives centre near -15; many of its hits are not listed in these tables
Target sequence (Q03431 whole entry, looked up): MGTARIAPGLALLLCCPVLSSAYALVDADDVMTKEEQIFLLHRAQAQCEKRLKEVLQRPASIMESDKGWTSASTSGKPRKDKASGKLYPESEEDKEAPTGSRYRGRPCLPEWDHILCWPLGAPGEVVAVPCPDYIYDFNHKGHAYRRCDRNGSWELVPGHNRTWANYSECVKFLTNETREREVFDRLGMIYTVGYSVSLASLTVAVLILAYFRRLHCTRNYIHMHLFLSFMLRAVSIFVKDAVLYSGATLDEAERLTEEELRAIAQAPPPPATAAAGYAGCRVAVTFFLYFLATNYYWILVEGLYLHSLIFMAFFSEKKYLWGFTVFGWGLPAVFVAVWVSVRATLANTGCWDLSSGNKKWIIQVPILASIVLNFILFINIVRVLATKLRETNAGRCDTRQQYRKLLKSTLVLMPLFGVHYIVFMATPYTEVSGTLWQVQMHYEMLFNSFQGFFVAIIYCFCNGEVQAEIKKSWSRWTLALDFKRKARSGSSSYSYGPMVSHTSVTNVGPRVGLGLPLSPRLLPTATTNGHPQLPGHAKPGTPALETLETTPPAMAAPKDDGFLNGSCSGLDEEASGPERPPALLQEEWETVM
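HEK-293-derived GP2 cells expressing PTHR1 and a GloSensor cAMP reporter, 3,000/well, plated overnight, given luciferin plus IBMX (each 0.5 mM as added) for 1 h at 37 °C, then compound for 1 h at 37 °C. Luminescence was read after 15 min at room temperature.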
EPAC2 antag = qHTS for Antagonist of cAMP-regulated guanine nucleotide exchange factor 2 (EPAC2): primary screen. Rap guanine nucleotide exchange factor 4 (Homo sapiens), Q8WZA2. EPAC2 GEF exchange of Rap1B-BODIPY-GDP, fluorescence. Potency, µM (highest dose often 114 µM), without a hit: at the top dose activity, negative = inhibition, usual class: inhibitors. 360,000 tested, 0.18% active; note: potency is the fitted concentration of half-maximal effect; % is set by controls: 0 for no effect and ±100 for the full control effect; nearly all actives have a fitted effect of over 45% in size; many of its hits are not listed in these tables
CCT modulator = High-Throughput Screening for Modulators of Cytosolic Chaperonin Activity | purified chaperonin ATPase assay, HTRF ADP detection, 30 min | activity change, % (concentration not given with the values), hits read low | 360,000 tested, 0.3% active; in the data active = activity change below about -30%; note: % is set by controls: 0 for no effect and ±100 for the full control effect
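TRiC at 40 or 20 nM final (batch-dependent) in 30 mM Tris pH 7.4, 100 mM KCl, 5 mM MgCl2, 1 mM DTT, with compound at single 76 uM and 10 uM ATP, 30 min at 37 deg C. ADP detected by HTRF Transcreener, 665/615 ratio.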
Mm-Cpn inhibitor = Inhibitors of TCP-1 ring complex (TRiC) of Methanococcus maripaludis (MmCpn): qHTS. 330,000 tested, 0.031% active. Chaperonin Mm-Cpn (Methanococcus maripaludis). AID 504842, 2011. purified Mm-Cpn ATPase, ADP Transcreener TR-FRET. Potency, µM (titrated, usually from 76.9 µM), for inactives: at the highest dose activity, negative = inhibition, hits mostly inhibitors; note: potency is the fitted concentration of half-maximal effect; % is set by controls: 0 for no effect and ±100 for the full control effect; nearly all actives have a fitted effect of over 80% in size
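ATP (10 uM final) was added to archaeal chaperonin (25 nM final) after 10 min exposure to test compound at 37°C; after 30 min further incubation, ADP was detected by competitive TR-FRET.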
DRD3 antagonist = qHTS of D3 Dopamine Receptor Antagonist: qHTS; 360,000 tested, 2.5% active; max response, negative = inhibition, %; D(3) dopamine receptor (Homo sapiens), P35462; D3R cells, DiscoveRx beta-arrestin luminescence, antagonist mode; hits give low values; in the data active = max response below about -50%; note: % is set by controls: 0 for no effect and ±100 for the full control effect; mostly tested at two doses, the higher about 12 µM
Target sequence (P35462 whole entry, looked up): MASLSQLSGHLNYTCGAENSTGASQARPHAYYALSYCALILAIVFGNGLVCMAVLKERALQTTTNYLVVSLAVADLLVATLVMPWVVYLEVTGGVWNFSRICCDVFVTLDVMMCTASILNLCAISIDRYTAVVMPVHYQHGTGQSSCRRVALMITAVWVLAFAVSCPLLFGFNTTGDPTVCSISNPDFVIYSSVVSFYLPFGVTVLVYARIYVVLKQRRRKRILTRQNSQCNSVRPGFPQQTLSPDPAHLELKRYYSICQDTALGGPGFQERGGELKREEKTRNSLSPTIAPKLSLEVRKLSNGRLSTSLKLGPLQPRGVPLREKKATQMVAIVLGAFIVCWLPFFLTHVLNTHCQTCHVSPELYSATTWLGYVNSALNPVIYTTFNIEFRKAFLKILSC
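Cells plated overnight at 1500 cells/well, then exposed to library compounds with dopamine controls for 90 minutes at 37 degrees C. DiscoveRx reagent added for 30–60 minutes at room temperature; luminescence read, quantitative HTS format.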
EPAC2 agonist = qHTS for Agonist of cAMP-regulated guanine nucleotide exchange factor 4 (EPAC2): primary screen; Rap guanine nucleotide exchange factor 4 (Homo sapiens), Q8WZA2; EPAC2 activation, biochemical qHTS; response scale: 100% = 6.5 mM cAMP response; Potency, µM (doses to about 154 µM), inactives show at the top dose activation, most hits filed as activators; 360,000 tested, 0.079% active; AID 720711, 2013; note: potency is the fitted concentration of half-maximal effect; nearly all actives have a fitted effect of over 50% in size
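Fluorescence exchange assay: 100 nM EPAC2 with 250 nM RAP1B-BODIPY-GDP and 50 uM GDP; compounds tested as a concentration-titration series (qHTS). Loss of Rap1-bound BODIPY-GDP fluorescence read at 480/540 nm; data normalized to 6.5 mM cAMP.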
DRD3 agonist = qHTS of D3 Dopamine Receptor Agonist: qHTS. 410,000 tested, 0.58% active. max activation, %. D3R DiscoveRx beta-arrestin cells, luminescence, 90 min. AID 652048, 2013; in the data active = max activation above about 30%; note: 0% is about no effect; mostly tested at two doses, the higher about 12 µM
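Cells at 1500/well, incubated overnight, then treated with pinned compounds (dopamine as control) for 90 min at 37 degrees C. DiscoveRx reagent added for 30 - 60 minutes at room temperature; luminescence read.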
An asterisk follows results filed as active; i = inactive; · = no result given; [ ] = remark or other dose. Unless noted, calls come from the whole dose curve; as a rule, active = well fitted curve in the direction sought with a large enough effect; inconclusive = small, poorly fitted or top-dose-only effect, or another doubt; inactive = no such curve, though single readings can be large; an effect the other way counts as inactive or inconclusive.

SMILES	Akt phos inh	PTHR1 agonist	EPAC2 antag	CCT modulator	Mm-Cpn inhibitor	DRD3 antagonist	EPAC2 agonist	DRD3 agonist
Cc1ccc(-c2cc3nn(-c4ccccc4)c(N)c3c(=O)o2)cc1	i	i	-5%	-0.8	-13%	31	11%	-1
NS(=O)(=O)c1ccc(NC(=O)COC(=O)CCC2CCCCC2)cc1	i	-2%	2%	0.3	2%	-11	5%	-8
COc1ccc(CNC(=O)C2CCCN(c3nc4ccccc4o3)C2)c(OC)c1 (configuration not stated)	i	i	-5%	-1.6	3%	-14	7%	4
CCOc1ccc(CN(C(=O)c2oc3cc(C)ccc3c2C)C2CCS(=O)(=O)C2)cc1 (configuration not stated)	i	-18%	-4%	-4.5	-2%	17	12%	13
CCOC(=O)C1(Cc2ccccc2)CCN(Cc2ccc(COC)o2)CC1	i	-1%	1%	-2.2	0%	-11	3%	-7
O=C(N/C(=C\c1ccccc1)C(=O)N1CCCCC1)c1ccc(Br)o1	i	-34%[inhibitor]	-5%	-4.5	-1%	-11	7%	-5
COCCn1c(C)cc(C(=O)CSc2nc(C)c(C)c(C)n2)c1C	i	-1%	-7%	-2.5	-2%	-14	5%	-2
O=C(NCCN1CCOCC1)c1ccc2c(c1)N(Cc1ccccc1F)C(=O)c1ccccc1S2(=O)=O	i	-5%	1%	1.6	2%	-3	2%	-12
Cc1nonc1CN(C)C(=O)c1ccc(OC2CCN(C(=O)c3cccnc3)CC2)cc1	i	-15%	4%	-0.4	-1%[15.4 µM]	-17	-10%	-6
O=C(NCc1cccnc1)c1noc2c1CCCCC2	i	-30%[57.5 µM]	-1%	0.0	1%	-11	6%	-6
COc1ccc(N(C(=O)c2cnccn2)C(C(=O)NCc2ccccc2)c2ccc(O)cc2)cc1 (configuration not stated)	i	i	1%	-0.2	1%	-9	6%	-2
Cc1cc(C)c2nc(N3CCN(C)CC3)c(C#N)cc2c1	i	-5%	11%	-1.4	-2%	-24	-8%	-13
O=C(NC(c1ccccc1)c1ccsc1)C1CCN(CCOc2ccc(Cl)cc2Cl)CC1 (configuration not stated)	i	i	-29%	-0.8	·	56	17%	52*
Cc1ccc(S(=O)(=O)NNC(=O)C23CCC(CC2)C3)cc1	i	i	9%	1.3	·	17	-5%	6
CC(=O)NCc1ccc(S(=O)(=O)N/N=C/c2ccccc2)cc1	i	i	15%	-2.7	1%	0	0%	-4
COc1cccc(C(=O)N(c2ccc(C)cc2)C2C=CS(=O)(=O)C2)c1 (configuration not stated)	i	-24%	4%	2.9	0%	-23	-4%	1
Cc1ccc(-c2n[nH]c(=S)n2/N=C/c2c(C)nn(-c3ccccc3)c2C)cc1	i	-22%	0%	-2.4	0%	-19	-12%	4
NS(=O)(=O)c1cc(C(=O)N2CCNC(=O)C2)ccc1Cl	i	i	1%	-3.0	-1%	4	2%	-1
COc1ccc(/C=C2\Sc3ccc(C(=O)N4CCN(Cc5ccccc5)CC4)cc3N(C)C2=O)cc1OC	i	-92%[inhibitor]	0%	0.0	0%	2	16%	8
O=[N+]([O-])c1ccc(S(=O)(=O)N2CCN(c3ccccn3)CC2)cc1	i	i	8%	-1.4	·	7	10%	3

Full records as entered above.
Record of O=C(NC(c1ccccc1)c1ccsc1)C1CCN(CCOc2ccc(Cl)cc2Cl)CC1 (configuration not stated) → Akt phos inh = i; PTHR1 agonist = i; EPAC2 antag = -29%; CCT modulator = -0.8; Mm-Cpn inhibitor = ·; DRD3 antagonist = 56; EPAC2 agonist = 17%; DRD3 agonist = 52*
Record of Cc1cc(C)c2nc(N3CCN(C)CC3)c(C#N)cc2c1 → Akt phos inh = i; PTHR1 agonist = -5%; EPAC2 antag = 11%; CCT modulator = -1.4; Mm-Cpn inhibitor = -2%; DRD3 antagonist = -24; EPAC2 agonist = -8%; DRD3 agonist = -13

(further entries)
SMILES	Akt phos inh	PTHR1 agonist	EPAC2 antag	CCT modulator	Mm-Cpn inhibitor	DRD3 antagonist	EPAC2 agonist	DRD3 agonist
COc1ccc(-c2nc(C#N)c(NCCCN(C)C)o2)cc1OC	i	15%	-2%	0.3	-3%	-15	5%	-7
O=C(NC(=S)NNC(=O)c1ccco1)c1ccc(Br)cc1	·	i	5%	-0.4	0%	0	0%	15
O=C(CC(=O)N/N=C/c1ccc(C(=O)O)cc1)NCCc1ccccc1	i	-2%	0%	-0.3	0%	101	0%	1
O=C1C2C3C=CC(C2C(=O)N1c1cccc(O)c1)C1C2C(=O)N(c4cccc(O)c4)C(=O)C2C31 (configuration not stated)	i	i	3%	-2.6	-1%	-4	3%	2
O=C(O)C1CCCCC1C(=O)Nc1nc(-c2cccs2)cs1 (configuration not stated)	i	-4%	-3%	0.2	-1%	-11	15%	-8
COc1ccc(OC(=O)CCN2C(=O)C3C4C=CC(C4)C3C2=O)cc1 (configuration not stated)	i	i	5%	1.4	1%	7	3%	6
COc1cccc(-c2nnc(NC(=O)c3ccc(S(=O)(=O)N4CC(C)OC(C)C4)cc3)o2)c1 (configuration not stated)	i	-8%	3%	2.6	-1%	-18	-18%	-9
Cc1ccccc1Cn1cc(NS(=O)(=O)c2cn(C)nc2C)cn1	i	i	2%	-4.2	1%	-1	5%	0
O=C(CN(Cc1ccc(F)cc1)S(=O)(=O)c1ccccc1)N1CCCCC1	i	i	0%[57.1 µM]	-0.2	-2%	28	-19%	0
C=CCNC(=S)N/N=C(\C)c1ccc(OC)cc1	i	i	3%	-1.8	1%	7	4%	6
O=C(CSc1ccccc1)NN1C(=O)c2ccccc2C1=O	i	i	3%	-5.5	4%	0	12%	-10
Cc1ccc(SCc2cc(=O)[nH]c(Nc3nc(C)c4ccccc4n3)n2)cc1	i	1%	6%	-5.2	3%	3	12%	-11
Cc1ccc2c(cnn2C(=O)CCCC(=O)NCc2ccc(Cl)cc2)c1	i	i	-4%	0.6	-3%	-3	-3%	-1
Cc1ccccc1OCCC(=O)N(Cc1ccccc1)c1c(N)n(Cc2ccccc2)c(=O)[nH]c1=O	i	i	-5%	0.1	1%	-12	-4%	-5
Cc1cc(Br)c(NC(=O)CSc2n[nH]c(N)n2)c(Br)c1	i	-32%[inhibitor]	7%	-2.5	-1%	-4	7%	-6
COc1ccc(N2C(=O)CC(Nc3ccc(F)cc3)C2=O)c([N+](=O)[O-])c1 (configuration not stated)	i	-19%	1%	-29	-1%	1	9%	-3
O=C(Nc1cccc(Cl)c1)Nc1c[nH]c(=O)[nH]c1=O	i	i	11%	-1.2	0%	1	1%	6
O=C(O)C1CCC(Cn2c(SCc3cc(=O)n4cc(Br)ccc4n3)nc3ccsc3c2=O)CC1 (configuration not stated)	i	-23%	-17%	2.8	-6%	12	-5%	5
CN(C)CCNC(=O)c1cccc(NS(=O)(=O)c2ccc(Cl)c(Cl)c2)c1	i	29%	-16%	-0.3	-5%	-3	-2%	1
CCN(CC)c1ccc(/C=N/NC(=O)c2nnn(-c3nonc3N)c2C(C)C)c(O)c1	i	-4%	-4%	-4.4	3%	-21	13%	1
COc1ccc(CC(=O)OCC(=O)NC2CCCCCC2)cc1OC	i	-2%	2%	0.9	-1%	1	4%	5
CCOc1ccc(CN2CCN(Cc3cnc(-c4ccccc4)s3)CC2CCO)cc1 (configuration not stated)	i	-61%[inhibitor]	-8%	0.4	3%	-16	-1%	-3
CCCNC(=O)c1ccc2c(c1)ncn2-c1ccccc1OC	i	-9%	10%	2.8	0%	0	-4%	-9
COc1ccc(NC(=O)C(Cc2ccccc2)NC(=O)c2ccco2)cc1OC (configuration not stated)	i	-6%	0%	-2.9	·	19	12%	1
Cc1cc(NC(=O)COC(=O)c2cc(S(=O)(=O)N(C)C)ccc2Cl)no1	i	i	4%	-0.3	0%	0	5%	5
CN(C)c1ccc(C(CNS(=O)(=O)c2ccc3ccccc3c2)N2CCOCC2)cc1 (configuration not stated)	i	-19%	-3%	-0.1	-1%	-24	9%	-3
CCCc1cc(=O)[nH]c2nnc(SCC(=O)Nc3nccs3)n12	i	6%	3%	-8.7	-1%	-14	5%	-8
O=C(C[C@@H]1C/C=C\C[C@@H](Cc2ccc(F)cc2)C(=O)OCCNC1=O)NCCO	i	-22%	7%	-0.7	0%	12	-15%	20
Cc1ccc(-c2cc3ccccc3nc2N2CCCC2)cc1	i	i	-2%	-3.5	1%	0	6%	-7
COC(=O)[C@@]12C[C@@H](CC(=O)N3CCC(c4ccccc4)CC3)C(=O)N(Cc3ccco3)C1=CCC(C)(C)C2	i	11%	8%	·	·	0	14%	-11
COCCCNCCCCOc1ccc(C)cc1[N+](=O)[O-]	i	i	-4%	0.8	1%	-70*	0%	-34

Structural class: the entries above containing a thiophene ring, fused or not
SMILES	Akt phos inh	PTHR1 agonist	EPAC2 antag	CCT modulator	Mm-Cpn inhibitor	DRD3 antagonist	EPAC2 agonist	DRD3 agonist
O=C(NC(c1ccccc1)c1ccsc1)C1CCN(CCOc2ccc(Cl)cc2Cl)CC1 (configuration not stated)	i	i	-29%	-0.8	·	56	17%	52*
O=C(O)C1CCCCC1C(=O)Nc1nc(-c2cccs2)cs1 (configuration not stated)	i	-4%	-3%	0.2	-1%	-11	15%	-8
O=C(O)C1CCC(Cn2c(SCc3cc(=O)n4cc(Br)ccc4n3)nc3ccsc3c2=O)CC1 (configuration not stated)	i	-23%	-17%	2.8	-6%	12	-5%	5

An excerpt; count on the stated rates, not on these rows.
